GluA2 TARP mod: GluA2-stargazin AMPA receptor complex modulation; O88602+P19491; HEK293 GluA2+stargazin, membrane potential dye (FDSS), glutamate EC50; hits were called plate by plate, in both directions; calls only at 30 µM; actives 3.5% (n = 40,000); AID 1259245;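 active = any of four per-well response measures lying three or more SD from its plate-wide compound average, in either direction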
GluA2 TARP mod agonism max-min: also measured in GluA2 TARP mod; calls as there; compound max-min signal; compound-alone response (agonism);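 unitless range of fluorescence divided by baseline over first 100 seconds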
GluA2 TARP mod glutamate slope: second read-out of GluA2 TARP mod, no call of its own (marks repeat the call); glutamate slope, % of max; measured here: glutamate response slope, % max;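 scaled per plate between vehicle wells and maximal 1 mM glutamate control wells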
* marks the source's active call; other numbers are inactive results; i = inactive; + = active, no number; & = joins results of further samples.

GluA2 TARP mod,GluA2 TARP mod agonism max-min,GluA2 TARP mod glutamate slope,compound
i,0.05,40,Cn1nnc2c(NCCn3ccc4ccccc43)ncnc21
i,0.063,51,CC(C)CCNC(=O)C(=O)Nc1c2c(nn1-c1ccc(F)cc1)CSC2
i,0.083,36,O=C1CN(C(=O)c2ccccc2)c2ccccc2N1
i,0.07,43,CCCN1C(=O)CCc2cc(NC(=O)COc3ccc(Cl)cc3Cl)ccc21
i,0.06,35,CC(C)(C)C(=O)N1CCc2ccc(NC(=O)c3cccc(C(F)(F)F)c3)cc21
i,0.086,59,CCC(=O)NCCN1CCn2cc(OC)c(=O)cc2C1=O
i,0.087,68,Cc1ccc(N2CC(NC(=O)c3ccccc3C(F)(F)F)CC2=O)cc1 (stereo not drawn)
i,0.12,56,CC(C)(C)n1nc2c(c1-n1cccc1)CN(C(=O)c1cc(-c3ccco3)[nH]n1)C2
i,0.14,56,COc1ccc(C=O)cc1Cn1c(=O)n(CCCCC(=O)NCC(C)C)c(=O)c2ccccc21
i,0.04,64,CCCS(=O)(=O)Nc1ccc2c(c1)N(C(=O)C1CCCC1)CC2
i,0.079,-4,Cn1c(=O)[nH]c(=O)c2c1nc(N1CCN(CC(N)=O)CC1)n2Cc1ccc(Br)cc1
i,0.085,38,CCOC(=O)C1CCN(C(=O)Cn2cnc(-c3ccccc3)cc2=O)CC1
i,0.12,62,COc1ccc(NC(=O)c2ccoc2)cc1OC
i,0.1,55,NS(=O)(=O)c1ccc(CNC(=O)CCc2csc(NC(=O)c3ccco3)n2)cc1
i,0.09,62,O=C(NCCN1CCC(c2cccs2)CC1)C(=O)Nc1ccc2c(c1)OCCO2
i,0.075,53,Cn1nc2c(c1NC(=O)C1CCCN(S(=O)(=O)c3cccs3)C1)CCC2 (stereo not drawn)
i,0.044,46,COc1ccc(C2c3cccn3CCN2S(=O)(=O)c2ccc(Br)cc2)cc1 (stereo not drawn)
i,0.11,30,O=C(c1ccccc1Cl)N1CCC2(CC1)NC(=O)N(Cc1ccc(Cl)cc1)C2=O
i,0.092,67,Cc1cc(C(=O)N2CCOCC2)nn1CC(=O)NCCc1ccccc1
i,0.095,53,O=C1CCc2cc(S(=O)(=O)N3CCCCC3)cc3c2N1CC3

Reformatted as labelled records: part of the list above.
> CC(C)(C)n1nc2c(c1-n1cccc1)CN(C(=O)c1cc(-c3ccco3)[nH]n1)C2
  GluA2 TARP mod: i; GluA2 TARP mod agonism max-min: 0.12; GluA2 TARP mod glutamate slope: 56
> COc1ccc(C=O)cc1Cn1c(=O)n(CCCCC(=O)NCC(C)C)c(=O)c2ccccc21
  GluA2 TARP mod: i; GluA2 TARP mod agonism max-min: 0.14; GluA2 TARP mod glutamate slope: 56
> CCCS(=O)(=O)Nc1ccc2c(c1)N(C(=O)C1CCCC1)CC2
  GluA2 TARP mod: i; GluA2 TARP mod agonism max-min: 0.04; GluA2 TARP mod glutamate slope: 64

The results go on:
GluA2 TARP mod,GluA2 TARP mod agonism max-min,GluA2 TARP mod glutamate slope,compound
i,0.042,30,NC12CC3CC(C1)CC(N)(C3)C2
i,0.15,76,O=C1OC2CC1N(S(=O)(=O)c1cccc(C(F)(F)F)c1)C2 (stereo not drawn)
i,0.094,55,CSc1ncccc1C(=O)N1CCC(CNC(=O)Cc2ccc(F)cc2)CC1
i,0.087&0.049,59&113,COc1ccccc1-c1noc(Cn2c(=O)n(-c3ccccc3F)c(=O)c3sccc32)n1
i,0.088&0.044,54&108,Cc1c(C(=O)Nc2sc3c(c2C#N)CCCC3)nnn1-c1ccccc1F
i,0.064,86,COCCNC(=O)C(=O)Nc1c2c(nn1-c1cccc(C)c1)CS(=O)(=O)C2
i,0.056,40,O=C(c1ccco1)N1CCC2(CC1)NC(=O)N(Cc1ccc(F)cc1)C2=O
i,0.072,6,COc1ccc(CCC(=O)Nc2ccc3nc(C)n(-c4ccc(F)cc4)c(=O)c3c2)cc1
i,0.16,45,O=S(=O)(CCOc1ccc(F)cc1)NCc1ccc(Cl)cc1
i,0.082,48,Cc1ccc(C)c(-n2c(N)c(C(=O)NC3CCCC3)sc2=S)c1
i,0.054,86,CCc1cc(S(=O)(=O)N2c3ccccc3CC2C)ccc1OC (stereo not drawn)
i,0.04,51,O=C(c1cc2cccnc2n(Cc2ccccc2)c1=O)N(Cc1ccccc1)Cc1ccccc1
i,0.092,68,COc1cc(C(=O)Nc2ccc(N3CCCC3=O)c(C)c2)cc(OC)c1OC
+,0.12*,2.0*,O=C(Cn1c(=O)n(C2CC2)c(=O)c2nscc21)Nc1ccc(F)c(Cl)c1
i,0.13,73,O=C(O)C(Sc1ncnc2nc[nH]c12)c1ccccc1 (stereo not drawn)
i,0.088,64,O=C(Nc1cccc(S(=O)(=O)C(F)F)c1)c1ccc(Cl)c(S(=O)(=O)N2CCCCC2)c1
i,0.1,55,Cc1ccc(Nc2nc(C(=O)N3CCN(c4ncccn4)CC3)cs2)c(C)c1
i,0.089,46,O=C(Nc1nnc(CCS(=O)(=O)c2ccccc2)o1)c1cc2ccccc2o1
i,0.072,68,COc1ccc(SCC(=O)Nc2nc3c(Br)cccc3s2)cc1
i,0.12,46,CCCC(=O)Nc1ccc2c(c1)C(=O)CC(c1ccc3c(c1)OCO3)O2 (stereo not drawn)
i,0.094,51,O=C(Nc1ccccc1C(F)(F)F)N1CCN(C(=O)c2cnn3ccccc23)CC1
i,0.1,53,CC(=O)Cn1c(=O)c2c(nc3n2CCN3c2cc(C)ccc2C)n(C)c1=O
i,0.082,57,O=c1cc(-c2ccccc2)nc(SCc2nc(-c3cccc(Cl)c3)no2)[nH]1
i,0.13,57,COC(=O)c1ccc(NC(=O)c2ccc(-n3cnnn3)cc2)cc1
i,0.036,32,COc1cccc(NC(=O)NCCn2nc(-c3ccco3)ccc2=O)c1
i,0.079,60,COc1ccc(OC)c2[nH]c(=O)c(CCNC(=O)c3ccc(S(=O)(=O)N4CCCCC4)cc3)cc12
i,0.1,35,Cn1c(=O)c2c(nc3n2CC(c2ccc(F)cc2)=NN3CC(=O)c2ccccc2)n(C)c1=O
i,0.075,33,O=c1cc(-c2cc(Cl)cc3c2OCOC3)oc2ccc(Cl)cc12
i,0.1,92,COCCn1nc(-c2ccc(Cl)cc2)ccc1=O
i,0.1,61,O=C(NCc1ccccc1)c1nnn(-c2ccccc2)c1-c1ccco1
i,0.099,66,NC(=O)c1ccc(NC(=O)CCc2csc(NC(=O)c3ccco3)n2)cc1
i,0.084,63,CCCCn1c2c(c(=O)[nH]c1=O)C(c1ccccc1)NC(=O)N2 (stereo not drawn)
i,0.059,58,O=C(NCc1nc2ccccc2[nH]1)C1CN(C(=O)c2cccs2)C1
i,0.097,51,CCCN(CCC)C(=O)c1c(C(F)(F)F)nn(C2CCCN(C)C2)c1C (stereo not drawn)
i,0.12,58,COc1cccc(C(=O)NCCOc2cccc(C(F)(F)F)c2)c1
i,0.073,30,COC(=O)CCn1c(=O)c2c(nc3n(-c4ccc(C)cc4)c(C)cn23)n(C)c1=O
i,0.19,57,COc1ccccc1OCC(=O)Nc1cc(C)nn1-c1nc2c(cnn2-c2ccccc2)c(=O)[nH]1
i,0.039,43,Cn1c(=O)c2c(nc(NCc3ccco3)n2Cc2ccccc2)n(C)c1=O
i,0.11,53,COC(=O)c1sc2ccccc2c1S(=O)(=O)N1CCN(c2cccc(C)c2C)CC1
+,0.062*,40*,Cc1ccc(C(CNC(=O)NC2CCCCC2)N2CCOCC2)cc1 (stereo not drawn)
i,0.088,57,Cn1cccc1C(O)CNC(=O)C1CCCC1 (stereo not drawn)
i,0.059,44,O=C(Cn1nc(-c2ccco2)ccc1=O)NCc1ccc2c(c1)OCO2
i,0.15,56,O=C(Nc1cnc2c(O)cccn2c1=O)c1ccc(F)cc1
i,0.037,53,Nc1ccc2c(c1)CN(C(=O)C1CC1)CC2
i,0.038,68,COc1ccc(OC)c(-c2ccc(SCC(=O)Nc3nccs3)nn2)c1
i,0.11,71,COc1ccccc1/C=C/C(=O)c1cc(Cl)ccc1O
i,0.031,74,COC(=O)c1ccc(OC)c(CN2N=NC3C(=O)N(c4ccc(C)c(C)c4)C(=O)C32)c1 (stereo not drawn)
i,0.081,38,CCOc1ccc(N2CCCCn3c2nc2c3c(=O)n(CCCc3ccccc3)c(=O)n2C)cc1
i,0.076,57,Cc1nccn1-c1cc(N2CCN(C(=O)Nc3ccccc3Cl)CC2)ncn1
i,0.11,63,O=C(Cn1cc(-c2nc(-c3cccs3)no2)ccc1=O)NCc1ccccc1
+,0.044*,92*,COc1cc(OC)cc(C(=O)Oc2c(S(=O)(=O)c3ccc(C)cc3)c(C)nn2C(C)(C)C)c1
i,0.078,56,O=C(CN1CCC(c2nnc(C3CC3)o2)CC1)NCc1ccc2c(c1)OCO2
i,0.12,66,O=C(Nc1ccc(N2CCCCS2(=O)=O)cc1)c1ccc([N+](=O)[O-])cc1Cl
i,0.04,32,O=C1NC(=O)C2(CCN(C(=O)c3ccc(-c4ccccc4)cc3)CC2)N1
+,0.084*,17*,O=C(COc1ccccc1C1CC(c2ccccc2)=NN1C(=O)c1ccccc1)N1CCOCC1 (stereo not drawn)
i,0.07,56,Cc1cc2c(cc1C)NC(CC(=O)Nc1ccc(OC(F)(F)F)cc1)C(=O)N2 (stereo not drawn)
i,0.072,43,Cc1ccc(-c2ccc(N3CCN(C(=O)Nc4ccccc4F)CC3)nn2)c(C)c1
i,0.072,19,Cc1ccc(S(=O)(=O)Nc2ccc(NC(=O)C3CCCCC3C(=O)O)cc2)cc1 (stereo not drawn)
i,0.06,23,CCn1ccnc1N1CCN(C(=O)CCS(=O)(=O)c2ccccc2)CC1
i,0.089,50,COc1cccc(C(=O)Nc2nnc(-c3ccc(C)c(C)c3)o2)c1

Arranged by molecular weight (ascending): part of the list above
GluA2 TARP mod,GluA2 TARP mod agonism max-min,GluA2 TARP mod glutamate slope,compound
i,0.04,32,O=C1NC(=O)C2(CCN(C(=O)c3ccc(-c4ccccc4)cc3)CC2)N1
i,0.038,68,COc1ccc(OC)c(-c2ccc(SCC(=O)Nc3nccs3)nn2)c1
i,0.11,63,O=C(Cn1cc(-c2nc(-c3cccs3)no2)ccc1=O)NCc1ccccc1
i,0.07,56,Cc1cc2c(cc1C)NC(CC(=O)Nc1ccc(OC(F)(F)F)cc1)C(=O)N2 (stereo not drawn)

Next part:
GluA2 TARP mod,GluA2 TARP mod agonism max-min,GluA2 TARP mod glutamate slope,compound
i,0.14,65,CCN1CCc2c(sc(NC(=O)c3cc(C)no3)c2-c2nc3ccccc3s2)C1
i,0.095,65,Cc1cc(NS(=O)(=O)c2cnc[nH]2)n(C2CCS(=O)(=O)C2)n1 (stereo not drawn)
i,0.11,45,COc1cccc(-c2nnc3ccc(OCCNC(=O)Cc4ccccc4Cl)nn23)c1
i,0.12,62,COc1cc(NC(=O)c2cc(Br)ccc2Cl)ccc1N1CCCCC1=O
i,0.16,75,CC1=C(C(=O)Nc2ccccc2)C(c2ccccc2)n2c(s/c(=C/c3cnn(C)c3)c2=O)=N1 (stereo not drawn)
i,0.055,27,CCCN1C(=O)NC2(CCN(C(=O)c3ccccc3C)CC2)C1=O
i,0.034,22,COc1ccccc1-c1ccc(N2CCN(C(=O)c3cccs3)CC2)nn1
i,0.088,52,COc1ccc(S(=O)(=O)Nc2cccc(N3CCCC3=O)c2)cc1OC
i,0.098,61,CCN(CCc1ccncc1)S(=O)(=O)c1ccc(N2C(=O)CCS2(=O)=O)cc1C
i,0.079,53,O=S(=O)(NCC1CCN(Cc2ccccc2)CC1)c1ccccc1Cl
i,0.048,31,CC1C(=O)NCCN1C(=O)c1ccc(-c2ccccc2)cc1 (stereo not drawn)
i,0.039,34,Cc1c(C)n2c3c(=O)n(Cc4ccccc4)c(=O)n(C)c3nc2n1C1CCCC1
i,0.062,53,COc1ccc(Br)c(C(=O)NCC2(O)CCCC2)c1
i,0.13,73,Cc1nc(C)c(C(=O)NCCn2ncc3c(N4CCCC4)ncnc32)s1
i,0.072,50,O=C(CCN1C(=O)c2ccccc2S1(=O)=O)Nc1ncc([N+](=O)[O-])s1
i,0.11,57,O=C(Nc1ccc2c(c1)N(C(=O)c1ccco1)CC2)c1ccc(C(F)(F)F)cc1
i,0.088,43,O=C(NCc1ccsc1)C12CC3CC(CC(C3)C1)C2

Compound activity from PubChem BioAssay.

Only part of the results is shown; the hit share may differ from the screen's.
